Compound activity from PubChem.
dFosB activator = activators of delta FosB homodimer, primary screen, biochemical, fluorescence polarization, TAMRA-CDK5 oligo, single point; purified delta FosB; percent of positive-control signal above neutral wells; activation, % at 25 µM; actives 0.99% (n = 340,000); AID 493131, 2011;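 active = mean activation above about 17%, with every replicate also reaching it, limit read from the data, passing the limit was not always enough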;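 also: fluorescence polarization rise as delta FosB binds a TAMRA Cdk5 AP-1 oligo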
SR-BI HDL uptake = inhibitors of SR-BI mediated HDL lipid uptake, primary screen, ldlA[mSR-BI] cells, fluorescence, single point. Scavenger receptor class B member 1 (Mus musculus), Q61009. ldlA[mSR-BI] CHO cells, DiI-HDL uptake fluorescence, 3 h. inhibition, % at 12.5 µM. actives 0.96% (n = 320,000);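 active = mean replicate inhibition of at least 70% and a set share of replicates each scoring 70 or more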;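 also: 0% = median of neutral control wells and 100% = median of positive control wells; values of inactives mirror those of a sister screen read the other way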
Arrestin-AP2 inh = inhibitors of beta-arrestin/AP2 binding, primary screen, biochemical, GPCR trafficking, flow cytometry. beta-arrestin 1 C-terminal peptide binding to AP2 beta2-adaptin appendage (human). FITC-arrestin peptide / GST-AP2 beads; AP2 beta2 appendage carries R879A mutation. inhibition, % at 10 µM. actives 0.31% (n = 340,000);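 active = inhibition above a set limit, near 3 SD of compounds lacking own fluorescence, cut at about 54% in these data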;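 also: plate controls were DMSO wells for no effect and 5 µM unlabelled arrestin peptide for full effect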
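Assay system: GST-AP2 R879A bound to glutathione beads, E. coli-expressed; Medium: PBS with 0.05% Tween 20 and 0.1% BSA; Also added: fluorescein-tagged arrestin peptide at 50 nM final; Timing: 12 min plus 1 h, RT; Measured by: flow cytometry, FL1 (488/535 nm); Evaluation: percent drop in bead-associated FITC signal.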
CDK5 inh = inhibitors of human CDK5/p35 kinase, primary screen, biochemical, single concentration; Recombinant CDK5/p35, ADP-Glo luminescence, 60 min; inhibition, % at 10 µM; Cyclin-dependent kinase 5 (Homo sapiens) + Cyclin-dependent kinase 5 activator 1 (Homo …; actives 0.01% (n = 330,000);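 active = highest replicate inhibition of at least 50% and at least 75% of replicates reaching 50%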;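 also: plate controls were DMSO neutral control for no effect and GW8510 at 10 µM for full effect; many of its hits are not listed in these tables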
Pemphigus Ab inh = inhibitors of pemphigus antibody binding to DSG3, primary screen, biochemical, bead-based, flow cytometry, scFv-GFP; actives 0.48% (n = 310,000); binding (percent of control), % at 10 µM; DSG3-coupled beads, scFv-anti-DSG3-GFP binding; active compounds read low;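 active = binding more than 3 SD below its plate's average and above zero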;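 also: hits lower antibody fragment binding to DSG3; some compounds called inactive have numbers as strong as hits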
Target sequence (P32926 whole entry, looked up, the tested form may be a part): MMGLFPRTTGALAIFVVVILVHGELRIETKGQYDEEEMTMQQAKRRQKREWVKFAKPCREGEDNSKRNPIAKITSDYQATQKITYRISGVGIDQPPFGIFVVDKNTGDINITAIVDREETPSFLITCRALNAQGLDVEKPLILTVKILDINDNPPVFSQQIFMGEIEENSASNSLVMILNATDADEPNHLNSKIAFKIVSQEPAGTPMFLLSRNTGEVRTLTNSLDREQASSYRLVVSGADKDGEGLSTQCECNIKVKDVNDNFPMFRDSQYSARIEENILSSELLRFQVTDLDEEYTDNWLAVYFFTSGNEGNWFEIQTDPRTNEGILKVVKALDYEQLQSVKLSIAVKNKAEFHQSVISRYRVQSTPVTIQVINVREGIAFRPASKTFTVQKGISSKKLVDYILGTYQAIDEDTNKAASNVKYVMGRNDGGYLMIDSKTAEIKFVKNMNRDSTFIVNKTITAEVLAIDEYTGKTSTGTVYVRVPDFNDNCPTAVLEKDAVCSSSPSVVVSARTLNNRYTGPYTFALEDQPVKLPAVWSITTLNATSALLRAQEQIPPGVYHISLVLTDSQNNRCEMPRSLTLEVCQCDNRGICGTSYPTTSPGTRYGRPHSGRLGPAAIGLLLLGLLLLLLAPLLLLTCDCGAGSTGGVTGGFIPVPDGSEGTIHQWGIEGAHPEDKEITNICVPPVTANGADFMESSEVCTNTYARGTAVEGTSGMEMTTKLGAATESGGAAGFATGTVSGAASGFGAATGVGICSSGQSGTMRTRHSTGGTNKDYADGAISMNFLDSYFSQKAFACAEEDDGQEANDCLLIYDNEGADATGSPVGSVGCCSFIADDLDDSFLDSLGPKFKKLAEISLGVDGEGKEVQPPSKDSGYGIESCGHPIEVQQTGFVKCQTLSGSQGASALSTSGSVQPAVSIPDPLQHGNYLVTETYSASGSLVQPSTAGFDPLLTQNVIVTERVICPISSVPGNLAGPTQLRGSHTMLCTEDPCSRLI
MITF act = activators of MITF-driven TRPM1 promoter reporter, primary screen, cell-based, SK-MEL-5, luciferase, single point; SK-MEL-5 TRPM1-promoter luciferase, 24 h; % of positive control, neutral wells = 0; activation, % at 12.5 µM; actives 0.75% (n = 300,000); AID 588334, 2011;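 active = mean activation of at least 80% with every replicate also reaching 80%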;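 also: 0% = neutral control wells and 100% = parthenolide positive control wells; values of inactives mirror those of a sister screen read the other way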
PKA-R2B act = activators of PKA-R2B holoenzyme, primary screen, biochemical, fluorescence polarization, Cy5-IP20, human. cAMP-dependent protein kinase catalytic subunit beta (Homo sapiens) + cAMP-dependent …. PKA-R2B holoenzyme dissociation; R2B truncated from residue 108, S112A mutant; 0% DMSO only, 100% 113 µM cGMP. activation, % at 11.4 µM. actives 0.079% (n = 340,000);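 active = activation above a cutoff set at the mean over all compounds plus 3 SD, cut at about 18% in these data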;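 also: higher means more holoenzyme dissociation and a rise in polarization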
PKA-R1A activ = activators of PKA-R1A holoenzyme, primary screen, biochemical, fluorescence polarization, Cy5-IP20, bovine R1A, mouse PKAc; PKA-R1A dissociation; scaled: DMSO 0%, 113 µM cGMP 100%; activation, % at 11.4 µM; actives 0.083% (n = 340,000); AID 504707, 2011;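 active = percent activation above the mean of all tested compounds plus 3 SD, cut at about 19% in these data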;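 also: higher means more PKAc released from R1A so a rise in polarization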
SUMO Mot1 rescue = yeast Mot1-301 growth rescue at high temperature, primary screen, SUMOylation pathway inhibitor project, S. cerevisiae, ATP luminescence, 38.5C; AID 2716, 2010; growth rescue, % at 18.8 µM; S. cerevisiae Mot1-301 growth rescue; percent above DMSO median, 100 means doubled; actives 1% (n = 320,000);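 active = every valid replicate shows activation above 250% relative to neutral control wells; inactive = the rest, any valid replicate at or below 250%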;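 also: OY570 slx delta 5 strain wells were the positive control but not used for scaling; some compounds called inactive have numbers as strong as hits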
NSD2 inh = NSD2 histone methyltransferase inhibitors, primary screen, biochemical, AlphaScreen, single concentration, set 2; AID 743445, 2014; inhibition, % at 12.5 µM; actives 0.54% (n = 310,000); NSD2 peptide methylation, 120 min; in the data active = inhibition above about 50%
SR-BI DiI-HDL act = activators of SR-BI mediated DiI-HDL uptake, primary screen, ldlA[mSR-BI] CHO cells, DiI fluorescence; 3 h; 100 = double the neutral-control signal; activation, % at 12.5 µM; actives 0.096% (n = 320,000);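 active = mean replicate activation of at least 60% and every replicate at or above 60%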;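 also: 0% = median plate neutral-control signal and 100% = twice that signal; values of inactives mirror those of a sister screen read the other way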
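Material: SR-BI-overexpressing, LDLR-lacking CHO cells | Dosing: Single compound concentration, delivered by pin transfer | Probe or stimulus: Labelled HDL, 10 µg/mL | Signal: Bottom-read cell fluorescence after medium removal, ex 550/em 595 nm | Schedule: 3 h, 37 °C | Evaluation: HDL uptake via cellular fluorescence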
Numbers without * were called inactive; . = not tested or not shown; & = joins results of further samples.

SMILES	dFosB activator	SR-BI HDL uptake	Arrestin-AP2 inh	CDK5 inh	Pemphigus Ab inh	MITF act	PKA-R2B act	PKA-R1A activ	SUMO Mot1 rescue	NSD2 inh	SR-BI DiI-HDL act
Cc1cccc(OCC(=O)Nc2ccc3nc(C)sc3c2)c1	-17	-7	3	2.2	96	12	4	6	7	-5	7
CC(C)C(=O)Nc1nnc(SCC(=O)NC2CCCC2)s1	3	-15	20	0.6	104	-1	9	6	6	-5	15
Cc1ccc2c(cnn2C(=O)CCCC(=O)NCc2ccc(F)cc2)c1	-9	-13	21	1.4	104	8	-2	-12	35	.	13
CCOC(=O)c1c(C)[nH]c(C(=O)C(C)Sc2ccc(Cl)cc2)c1C (stereo not drawn)	2	5	1	2.1	75	23	-4	-16	-21	-1	-5
CN(CCCNC(=O)C1CCN(S(=O)(=O)N2CCC3(CC2)OCCO3)CC1)Cc1ccccc1	0	-13	-3	-1.8	98	-6	-6	9	-20	0	13
Cc1cnc(=O)[nH]c1SCc1ccccc1F	-2	-16	31	0.1	107	2	1	-13	-10	-3	16
Cc1ccc(C)c(OCC(=O)Nc2ccc(S(=O)(=O)Nc3onc(C)c3C)cc2)c1	-13	.	21	0.1	.	-7	5	-1	20	0	.
C=C(C)C1CCC(C)=C1CC(C)(C)/C=N\n1cnnc1 (stereo not drawn)	2	10	5	1.0	97	-5	-4	-5	-14	.	-10
O=C(CN1CCOCCOCCOCCOCC1)Nc1ccccc1	-11	-24	0	-0.4	101	8	3	3	5	-2	24
COC(=O)c1cc2oc(C)cc2n1CC(=O)Nc1cc(C)cc(C)c1	-1	14	-10	0.5	.	-1	-10	-5	110	-5	-14
CCc1ccc[n+](-c2nc3ccccc3nc2C(=C=[N-])C#N)c1	-5	.	29	-0.3	131	6	10	0	23	6	.
O=C(c1c[nH]c2ccccc12)N1CCOCC1	2	-14	21	0.7	99	-1	-5	0	-4	-1	14

Reprinted from the part before: 3 compounds; new compounds follow.
SMILES	dFosB activator	SR-BI HDL uptake	Arrestin-AP2 inh	CDK5 inh	Pemphigus Ab inh	MITF act	PKA-R2B act	PKA-R1A activ	SUMO Mot1 rescue	NSD2 inh	SR-BI DiI-HDL act
COC(=O)c1cc2oc(C)cc2n1CC(=O)Nc1cc(C)cc(C)c1	-1	14	-10	0.5	.	-1	-10	-5	110	-5	-14
CCc1ccc[n+](-c2nc3ccccc3nc2C(=C=[N-])C#N)c1	-5	.	29	-0.3	131	6	10	0	23	6	.
O=C(c1c[nH]c2ccccc12)N1CCOCC1	2	-14	21	0.7	99	-1	-5	0	-4	-1	14
Cc1ccc2nc(C)c(C(=O)N/N=C/c3cccc([N+](=O)[O-])c3)cc2c1	12	28	-2	-1.9	104	2	-1	3	9	-2	-28
CC1CCN(C2CC(=O)N(c3ccc(Br)cc3Br)C2=O)CC1 (stereo not drawn)	6	3	-4	0.4	92	-12	1	-1	-30	.	-3
O=C(CN1C(=O)CCC1=O)NC(=O)NC1CCCC1	2	.	5	-0.2	98	-3	1	1	87	0	.
Cc1nn(-c2ccccc2)c2c1CC(=O)Nc1ccccc1-2	-7	21	16	1.5	96	-6	3	6	.	0	-21
COC(=O)c1c(NC(=O)C(C)(C)C)sc2c1CCN(Cc1ccccc1)C2	-5	15	-9	0.5	107	-7	-2	3	4	.	-15
O=c1c2ccccc2c2ccccc2c(=O)n1Cc1ccco1	3	6	11	-0.3	88	.	-1	-3	64	-2	-6
Cc1ccc(C)c(N2N=C(C(=O)Nc3ccc(N4CCOCC4)cc3)CCC2=O)c1	-5	5	10	0.4	93	0	-4	-6	.	4	-5
O=C(NCCO)C1(c2ccccc2)CCCC1	-5	-18	-8	0.8	99	8	-4	-3	18	29	18
Cn1c(=O)n(Cc2ccccc2)c(=O)c2c1nc(NCC1CCCO1)n2Cc1ccccc1 (stereo not drawn)	-3	-7	1	1.1	99	-6	-6	0	-6	1	7
CCn1c(=S)sc2c(=O)[nH]c(SCC(=O)Nc3cc(OC)ccc3OC)nc21	-4	-4	-2	-0.4	.	-9	2	-7	5	4	4
CC(=O)C1=C(O)C(=O)N(c2nccs2)C1c1ccc(Br)cc1 (stereo not drawn)	4	5	5	0.8	99	7	-1	-6	218	-2	-5
O=C(Nc1cccc(-c2nc3ccccc3s2)c1)C1=COCCO1	-49	5	36	1.6	99	2	-9	-11	-7	-2	-5
CN1C(=O)CSc2ccc(NC(=O)NCc3cccnc3)cc21	-6	11	-1	1.3	87	2	3	6	13	.	-11
Cc1nn(-c2ccccc2)c(N2CCCC2)c1/C=N/Nc1ccc(S(=O)(=O)Nc2ccccc2)cc1[N+](=O)[O-]	-11	125*	1	2.7	.	5	-11	-4	-20	-1	-125
NC(=O)c1ccc[n+]([C@H]2O[C@@H](COP(=O)([O-])OP(=O)(O)OC[C@H]3O[C@@H](n4cnc5c(N)ncnc54)[C@H](O)[C@@H]3O)[C@H](O)[C@@H]2O)c1	3	-15	-5	-5.5	100	16	-1	-11	-34	.	15
CCc1cc2c(=O)oc(-c3ccc(Br)cc3)nc2s1	-2	-22	53	0.8	86	-11	-2	-6	.	-1	22
C/C(=N\NC(=O)C1CC1)c1ccccc1Br	8	-27	-5	-3.1	110	-7	4	-1	1	-2	27
Cc1ccc(CN2C(=O)CSC2c2ccc(F)cc2)cc1 (stereo not drawn)	-2	6	8	0.0	96	-9	1	5	0	-3	-6
COC(=O)COc1cccc(NC(=O)c2cccc(C)c2)c1	-4	-2	-10	1.0	96	7	-5	-10	10	-4	2
Cc1ccc(O)c([C@H](CCN(C(C)C)C(C)C)c2ccccc2)c1	3&-3	3&-18	-3&-13	-0.7&0.7	108&101	3&9	15&-5	5&-5	-22&15	5	-3&18
CCOCC(=O)Nc1nc(-c2ccccc2)c(CC)s1	5	0	-7	-1.2	101	.	-8	-3	15	1	0
COc1ccc(N(CC(=O)NCc2ccco2)S(=O)(=O)c2c(C)nn(C)c2C)cc1	-5	-36	-3	0.8	80	.	-11	-8	1	.	36
NS(=O)(=O)c1ccc(CCNC(=O)CN2C(=O)NC(c3ccccc3)(c3ccccc3)C2=O)cc1	-12	0	12	1.3	115	-13	-2	0	0	1	0
COCC(=O)Nc1nnc(Cc2ccc(OC)cc2)s1	-3	-6	26	-2.1	108	-1	5	8	-12	0	6
c1cncc(CNc2ncnc3sc4c(c23)CCCC4)c1	-3	10	-10	-1.6	108	15	-5	-11	-15	1	-10
NS(=O)(=O)c1ccc(CCNC(=O)C(=O)NCC2OCCN2S(=O)(=O)c2cc(F)ccc2F)cc1 (stereo not drawn)	-4	-8	3	0.5	101	.	-4	-2	2	.	8
CCOc1cccc(CN2CCC(Oc3ccc(C(=O)NCc4ccccn4)cc3)CC2)c1	-5	1	21	0.3	105	-20	-15	-5	5	10	-1
CN(C)CCCN1C(=O)c2oc3ccccc3c(=O)c2C1c1cccs1 (stereo not drawn)	-7	-12	5	0.4	94	4	2	9	-1	3	12
Cc1c(Cl)cccc1NC(=O)CC1SC(=NCC2CCCO2)NC1=O (stereo not drawn)	-8	-11	3	3.2	103	-7	-6	9	60	0	11
CC(C)(C)c1ccc2c(c1)C(=O)c1ccccc1C2=O	-2	4	4	0.4	93	-6	8	-7	72	6	-4
Cc1cc(-c2nc3ncccc3o2)ccc1NC(=O)CC(C)C	-10	6	23	0.1	96	.	3	0	-10	.	-6
COc1ccc(CNC(=O)C2(CC3CC(c4ccccc4)=NO3)CCN(C(=O)CCCCCBr)CC2)cc1 (stereo not drawn)	-20	10	-10	-1.2	103	5	-13	-11	130	.	-10
CCOc1ccc(C(=O)NC2CCN(C(=S)Nc3ccccc3C)CC2)cc1	-7	42	-4	-1.6	-5.5*	1	7	0	-12	2	-42
Cc1cc(C)c(S(=O)(=O)NCc2ccc3c(c2)cc(C)n3C)c(C)c1	-11	-4	-1	0.7	95	2	0	-9	10	.	4
Cc1ccccc1N1C(=O)CC(c2c[nH]c3ccccc23)C1=O (stereo not drawn)	-7	7	11	3.0	99	-11	0	5	-22	2	-7
O=C1c2ccccc2C(Nc2ccc3nc(-c4cccnc4)[nH]c3c2)N1Cc1ccco1 (stereo not drawn)	-1	1	-6	-0.2	201	15	-4	-6	11	.	-1
Cc1cc(=O)[nH]n(CCO)c1=O	-3	-3	-8	-2.1	109	2	-7	-9	-14	21	3
O=C(O)CCn1nnc2ccccc21	-1	-16	-17	-3.3	89	1	-2	-10	28	.	16
COc1cccc(NC(=O)CSc2ccc(-c3sc(C)nc3C)nn2)c1	-28	19	-4	-1.1	101	-7	-6	-5	2	0	-19
COc1cccc(C(=O)NCCSc2ccc(Br)cc2)c1	-7	-8	0	-3.5	99	5	-6	12	24	-7	8
CC(=O)Nc1cccc(NC(=O)Nc2cccc(Cl)c2C)c1	22*	-7	25	-0.4	102	-5	-11	-5	314	2	7
CCOC(=O)N1CCc2c(sc3nc[nH]c(=O)c23)C1	-8	-12	-7	-1.3	101	18	2	1	10	-3	12
CCC(=O)N1CCN(c2ccc(NC(=O)c3ccccc3)cc2)CC1	2	-12	-8	-0.2	104	20	-5	-1	-4	1	12
Cc1ccccc1CSc1nnc(NC(=O)Cc2cccs2)s1	-6	7	-2	-0.2	87	4	-7	-9	-11	-1	-7

An unsorted share of the library; overall some 4.7% were active at least once.
